# Source: PubChem BioAssay
# yeast mlh1 rad18 = NCI yeast anticancer drug screen, S. cerevisiae mlh1 rad18 strain; % growth inhibition at 50 µM; 79,000 compounds, 11% hits;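 note: 0% = growth of vehicle-only cultures of the same strain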
#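 Growth inhibition of the yeast strain was measured after compound exposure and expressed relative to vehicle-treated controls. The strain carries defined defects in DNA damage repair.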
# yeast rad50 = NCI yeast anticancer drug screen, S. cerevisiae rad50 strain; 79,000 compounds, 10% hits; growth inhibition, % at 50 µM;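 note: 0% = growth of vehicle-only cultures of the same strain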
#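 A DNA repair-deficient yeast mutant serves as the test organism; compound-induced growth inhibition is calculated against vehicle-treated cells.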
# mec2-1 = NCI yeast anticancer drug screen, S. cerevisiae mec2-1 strain | % growth inhibition at 50 µM | 79,000 compounds, 9% hits;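 note: 0% = growth of vehicle-only cultures of the same strain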
#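 Mutant yeast (mec2-1) grown with compound; growth inhibition relative to vehicle control reported.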
# yeast cln2 rad14 = NCI yeast anticancer drug screen, S. cerevisiae cln2 rad14 strain; growth inhibition, % at 50 µM; 78,000 compounds, 8.3% hits; AID 165, 2004;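 note: 0% = growth of vehicle-only cultures of the same strain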
#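 Compounds are applied to the cln2 rad14 yeast strain, and growth is then compared with that of vehicle-treated cultures to give inhibition.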
# yeast sgs1 mgt1 = NCI yeast anticancer drug screen, S. cerevisiae sgs1 mgt1 strain | growth inhibition, % at 50 µM | 78,000 compounds, 10% hits;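 note: 0% = growth of vehicle-only cultures of the same strain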
#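 Yeast cells carrying a defined DNA-repair defect were exposed to test compounds. Growth inhibition was measured relative to vehicle-treated controls.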
# bub3 = NCI yeast anticancer drug screen, S. cerevisiae bub3 mutant strain | 78,000 compounds, 9.9% hits | growth inhibition, % at 50 µM;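 note: 0% = growth of vehicle-only cultures of the same strain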
#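 Growth of a checkpoint-deficient yeast mutant is measured after compound exposure. Values represent inhibition relative to vehicle.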
# * hit, by the source's call; . = no result given; & = joins results of further samples. Cut-off read from the data, not from the text of the source: active = growth inhibition above about 70%; inactive = the rest. The order is random, and some 13% of all compounds hit somewhere here.
mol,yeast mlh1 rad18,yeast rad50,mec2-1,yeast cln2 rad14,yeast sgs1 mgt1,bub3
O=C(c1ccccc1)C(c1ccccc1)C(O)c1ccc([N+](=O)[O-])cc1 (stereo not drawn),100*,98*,100*,99*,99*,99*
C[N+](C)(C)CCOC(=O)C(c1ccccc1)C1(O)CCCC1 (stereo not drawn),22,34,-16,-24,13,-2
O=C(C(c1ccccc1)c1ccccc1)C(c1ccccc1)c1ccccc1,2,25,1,44,5,-6
O=c1c2ccccc2nc(-c2ccccc2)n1/N=C/c1ccc(Cl)cc1Cl,-8,-38,-21,-42,-12,2
N#Cc1c(=O)[nH]c(=O)n2c1[nH]c1ccccc12,8,15,19,-32,12,12
CCOC(=O)CSC#N,3,-2,-1,7,1,21
CCCOc1cc(C(=O)OCCN(CC)CC)cc(OCCC)c1OCCC,62,37,16,15,45,23
COc1nc2cc(C)c(C)cc2n1C1OC(CO)C(O)C1O (stereo not drawn),-7,-13,16,-8,7,-1
CC(=O)NNc1ccc([N+](=O)[O-])cc1[N+](=O)[O-],15,-8,0,-25,-4,2
CCCCCCCCCCCCCC(=O)OC(C)CCC1CCCO1 (stereo not drawn),21,19,24,37,13,35
O=CCSC(=S)NNc1ccccc1,8,37,15,14,10,17
CC(=O)Oc1ccc(C(C)(C)C)cc1,5,11,-7,-12,2,-4
CCCCCCCCCCCCCCCCCC(=O)c1ccc(OC)c(OC)c1,-1,-15,-13,-37,-31,-24
COC(=O)CN(C)C,-9,7,10,-15,-17,6
O=c1cc[nH]c2ccccc12,0&1,0&14,-4&1,-24&7,8&-7,-2&-1

# Just bub3, yeast rad50 and yeast sgs1 mgt1, for 3 of the compounds above:
SMILES | bub3 | yeast rad50 | yeast sgs1 mgt1
CCCCCCCCCCCCCCCCCC(=O)c1ccc(OC)c(OC)c1 | -24 | -15 | -31
CCCOc1cc(C(=O)OCCN(CC)CC)cc(OCCC)c1OCCC | 23 | 37 | 45
CC(=O)NNc1ccc([N+](=O)[O-])cc1[N+](=O)[O-] | 2 | -8 | -4

# (listing goes on)
mol,yeast mlh1 rad18,yeast rad50,mec2-1,yeast cln2 rad14,yeast sgs1 mgt1,bub3
CCCCC(CC)(COC(C)=O)COC(C)=O,-17,7,13,42,3,-2
CCCCCCCCCCCCCCCCOC(=O)/C=C/c1ccccc1,9,-8,-2,-9,-7,-12
Nc1nc(N)sc(=S)n1,7,31,14,6,15,9
CC(=O)OCc1cc2c(s1)C(=O)c1sccc1C2=O,89*,50,81*,86*,89*,89*
c1cc2c3c(cccc3c1)C1C2C2c3cccc4cccc(c34)C12 (stereo not drawn),0,-12,18,-3,7,4
C=CCn1c(NCCN(CC)CC)nc2ccc(Cl)cc2c1=O,19,47,6,1,32,12
O=C(Cc1cccc(CC(=O)c2ccccc2)n1)c1ccccc1,10,9,-5,-52,18,-43
N#CCC(=O)N/N=C1/C(=O)N(c2cc(Cl)ccc2Cl)C(=O)C(=O)C1c1nc2ccccc2s1 (stereo not drawn),51,43,28,20,38,0
C[N+]1(C)N=C([O-])N(c2ccccc2[N+](=O)[O-])C1=O,13,12,-2,-20,-2,-4
CN1CCC(Cl)(C(=O)c2ccccc2)CC1,8,26,4,-10,26,5
CCOc1ccc(C(=O)NCC(C)C)cc1,-14,-1,2,-14,27,9
CN1CCOC1c1ccccc1O (stereo not drawn),-10,15,7,2,-32,-7
OC1CCNCC1,2,5,-28,7,-4,-14
O=C(NC12CC3CC(CC(C3)C1)C2)C(=O)c1c[nH]c2ccc([N+](=O)[O-])cc12,-32,-17,-25,-10,-51,-15
Cc1nc(Nc2ccccc2)c(C#N)c(=O)[nH]1,-7,-20,-16,-10,-16,-3
CC(C)(C)c1ccc(-c2nnc(SCc3ccc(Cl)cc3)n2-c2cccc(C(F)(F)F)c2)cc1,-20,53,6,-21,-3,14
Nc1ncnc2c1ncn2CCCCCO,13,5,50,7,14,3
[O-][n+]1c2ccccc2cc2c1c1ccccc1n2O,14,20,5,46,18,0
CCOC(=O)Cn1c(=O)cc(C)c2ccccc21,9,1,-8,-10,15,-20
CC(C)(C)c1ccc2c(c1)CNCCNCc1cc(C(C)(C)C)ccc1OCC1(CO2)COc2ccc(C(C)(C)C)cc2CNCCNCc2cc(C(C)(C)C)ccc2OC1,88*,89*,90*,90*,92*,89*
CCCCCC(C[N+]1(C)CCOCC1)C(=O)/C=C/c1ccccc1 (stereo not drawn),6,11,-4,2,-15,22
O=C(O)C1CC1(C(=O)O)C(=O)O (stereo not drawn),-1,10,4,3,-7,0
CCCCCCSc1ncnc2[nH]ncc12,81*,79*,77*,19,72*,93*
COc1ccc(C(=O)Nc2cccc(Cl)c2)cc1,8,-2,9,48,9,-5
CCN(CC)C(=S)SCCOCCSC(=S)N(CC)CC,14,-26,-25,-59,3,42
O=S(=O)(NNc1ccccc1)c1ccccc1,55,74*,19,16,37,12
Nc1ccc2[nH]c(=S)[nH]c2c1,-11,-25,-49,-24,-17,-37
S=C1SCCS1,-19,-6,-6,-27,8,-24
C[N+](C)(C)CC(=O)N/N=C(/Cc1cc(=O)oc2cc(O)ccc12)C(=O)Nc1ccc(Cl)cc1,-11,7,-2,-16,-11,-20
O=C(O)C(O)C(O)C(O)CO (stereo not drawn),15,8,-2,7,-5,-1
CCOC(=O)C(=O)Nc1c(F)cc(F)cc1Br,26,15,21,4,7,9
CC(=O)OCC1OC(N2C(=O)C(=O)c3ccccc32)C(OC(C)=O)C(OC(C)=O)C1OC(C)=O (stereo not drawn),8,16,13,-37,-2,-20
Nc1ccc2c(c1)S(=O)(=O)c1cc(O)ccc1O2,-71,33,-27,-5,-23,-15
CC(=O)Nc1cc(C/C(N)=N/O)cc(NC(C)=O)c1,-23,-17,-9,.,.,.
CCOc1ccccc1/C=N/NC=O,-6,1,1,3,4,-4
CCOC(=O)c1ccc(N=Cc2cc(Cl)cc(Cl)c2O)cc1,85*,87*,88*,79*,91*,87*
Cc1cccc(Nc2ncnc3c2cnn3C)c1,28,17,15,-11,13,21
O=C1c2ccccc2C(=O)N1CC#CCO,-7,1,-3,3,-9,0
Cc1nc(N)c(N2CCN(Cc3ccccc3)CC2)c(=O)[nH]1,-25,-26,2,17,-34,30
CC1(C)CC2(C)OC2C2(C1)N=NC(=Nc1ccccc1)O2 (stereo not drawn),11,24,16,12,18,1
CCCCOc1c(OCCCC)c(=O)c1=O,41,-14,-48,16,-32,-27
CC(C)NCc1ccccc1Sc1ccccc1CNC(C)C,16,22,5,13,12,11
CCN(CC)CCN1C(=O)N(CCN(CC)CC)C(=O)C(CC)(CC)C1=O,34,14,-2,23,12,-2
CN1C(=O)C/C(=C\N2CCCCC2)C1=O,-4,5,2,-30,3,0
COc1ccc2c(c1)CC[C@@H]1C2CC[C@]2(C)C(=C=CP(=O)(O)O)CCC12 (stereo partly drawn),18,11,-12,28,16,-8
CCCCC(O)(c1ccccc1)C(O)(c1ccccc1)c1c(F)c(F)c(F)c(F)c1F (stereo not drawn),97*,81*,97*,97*,99*,99*
O=CN1CCOCC1,28,28,-10,7,7,-2
O=C(/C=C/c1ccccc1)OCCCl,-7,-23,-15,-14,-18,-22
CCOCC1OCCCO1,7,-14,12,-10,2,-10
CCOc1cccc(/C=C2\N=C(c3ccccc3)OC2=O)c1,11,4,25,.,.,.
C/C(=N\NC(=S)N(C)CCN(C)C(=S)N/N=C(\C)c1ccccn1)c1ccccn1,97*,98*,97*,96*,98*,97*
COC1=C(NCc2ccco2)C(=O)C(OC)=C(NCc2ccco2)C1=O,-12,18,-9,8,-13,8
O=C(OCCC1CCCCC1)c1cc([N+](=O)[O-])cc([N+](=O)[O-])c1,90*,83*,75*,80*,90*,88*
C/C(=C(/C)c1ccccc1)c1ccccc1,35,39,-2,-4,14,18
O=C1CS(=O)(=O)CN1c1ccc(Cl)c(Cl)c1,4,-17,-3,6,-8,7
CC(O)CCC(=O)c1nc2ccccc2s1 (stereo not drawn),4,-14,19,-6,6,5
CC(=O)OCC(OC(C)=O)C(OC(C)=O)C(OC(C)=O)C(COC(C)=O)OC(C)=O (stereo not drawn),2&8&-24,-9&-23&-27,-12&-8&9,0&-22&-30,-11&11&3,15&-9&1
CC(=O)Oc1ccc(N=C2C=C(Br)C(=O)C(Br)=C2)cc1,46,41,36,23,46,2
O=C(O)c1ccccc1C(=O)OCC1CCCN2CCCCC12 (stereo not drawn),7,14,3,-2,25,10
CC(=O)Nc1ccc(-c2nnc(SCC(=O)Nc3ccc([N+](=O)[O-])cc3)o2)cc1,28,33,39,-38,46,82*

# Whole records, quoted from the list. Values in the order: yeast mlh1 rad18, yeast rad50, mec2-1, yeast cln2 rad14, yeast sgs1 mgt1, bub3
# COC1=C(NCc2ccco2)C(=O)C(OC)=C(NCc2ccco2)C1=O is entered as -12, 18, -9, 8, -13, 8
# O=C(/C=C/c1ccccc1)OCCCl is entered as -7, -23, -15, -14, -18, -22
# CCOCC1OCCCO1 is entered as 7, -14, 12, -10, 2, -10

# The list continues:
mol,yeast mlh1 rad18,yeast rad50,mec2-1,yeast cln2 rad14,yeast sgs1 mgt1,bub3
O=C(CCc1ccccc1)COC(=O)c1ccc([N+](=O)[O-])cc1,16,-10,3,11,-4,55
COc1ccc2c(Cc3ccc(Cl)cc3)cncc2c1O,99*,98*,99*,99*,97*,99*
Nc1nc2c(c(-c3cccc(Cl)c3)n1)COC/C2=C\c1cccc(Cl)c1,24,26,21,20,25,25
CCOC(=O)Oc1ccc(Br)cc1,17,18,10,5,10,-3
O=P(O)(O)c1ccc(N=[N+]([O-])c2ccc(P(=O)(O)O)cc2)cc1,2,-8,7,-30,6,19
O=C1CSC(c2ccccc2O)N1c1nncs1 (stereo not drawn),1,4,-11,-8,26,-6
C[N+]1(CCC(=O)c2ccccc2)CCC2CCC(C2)C1 (stereo not drawn),1,4,-24,-34,-29,-23
CCO/C=C1\SC(=S)N(CCc2ccc(OC)c(OC)c2)C1=O,-10,-1,-7,-2,-11,-6
CCOC(=O)Cc1cc(OC)c(OC)cc1/C(Cl)=C(\CO)c1ccc(OC)c(OC)c1,9,29,2,20,14,0
Nc1ccc2c(c1)S(=O)(=O)c1cc(N)ccc1-2,-44,41,19,6,-29,-18
CC(=O)OCC(=O)[C@@]1(O)CC[C@H]2[C@@H]3C[C@H](C)C4=CC(=O)C=C[C@]4(C)[C@@]3(Br)[C@@H](O)C[C@@]21C,-9,31,8,36,38,1
O=c1c2ccccc2c(=O)n2n1C1CCC2C1,-6,7,-1,-4,-8,2
COc1cccc(C2c3cc4c(cc3OC(N3CCCCC3)C2C)OCO4)c1O (stereo not drawn),0,-22,-31,19,0,-2
CC1C/C(=N/NC(=O)OC(C)(C)C)CC(C)(C)C1 (stereo not drawn),15,0,55,-10,29,59
C[C](C)(C)[Ge]([O][Ge]([c]1ccccc1)[c]1ccccc1)([O][Ge]([c]1ccccc1)[c]1ccccc1)[C](C)(C)C,76*,72*,66,68,62,77*
CC(C)CC(NC(=O)C(CCC(=O)O)NC(=O)CNC(=O)CNC(=O)C(CO)NC(=O)C(CC(C)C)NC(=O)C(NC(=O)C(CO)NC(=O)C(C)NC(=O)C(CCCNC(=N)N)NC(=O)C(C)NC(=O)CN)C(C)C)C(=O)NC(CC(=O)O)C(=O)NC(CCCNC(=N)N)C(=O)NC(Cc1c[nH]c2ccccc12)C(=O)NC(Cc1ccc(O)cc1)C(N)=O (stereo not drawn),12,21,-7,8,3,-6
C/C(=N/NC(N)=O)C1CCc2ccccc2C1 (stereo not drawn),23,43,-7,2,3,8
CCOc1cc(CC[N+](C)(C)C)c2c(ccc3ccc(OC)c(OC)c32)c1OC,-14,18,-11,14,-5,-16
CN1CCCC1=Nc1ccc([N+](=O)[O-])cc1,26,23,-4,-29,23,-12
CC(=O)OCC(=O)[C@@]1(O)CC[C@H]2[C@@H]3CCC4=CC(=O)CC[C@]4(C)[C@H]3C(=O)C[C@@]21C,-21,-25,-24,4,-7,-18
CCn1c(=O)cc2n(C)c3ccccc3n2c1=O,23,17,17,63,-5,1
OC1C(O)C2CCCCC12 (stereo not drawn),10,-4,-6,5,-17,11
COc1ccc2c(c1)C(=O)C[C@@H]1[C@](C)(C#N)CCC[C@]21C,48,47,-5,-3,33,70
CCC(C)[N+](=O)[O-] (stereo not drawn),3,4,-5,-2,-6,1
CN(C)C(=S)/N=C(\N)N(C)C,16,4,-9,0,-4,2
